# Screening data: PubChem BioAssay, several laboratories
# S1P2 agonist – S1P2 receptor agonists, primary screen, cell-based. Sphingosine 1-phosphate receptor 2 (Homo sapiens), O95136. S1P2-expressing cell line, agonist reporter read-out. activation, % at 4.5 µM. 97,000 tested, 0.46% active; in the data active = activation above about 16%;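 note: 0% = vehicle low control and 100% = maximal reference agonist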
# Target sequence (O95136 whole entry, looked up): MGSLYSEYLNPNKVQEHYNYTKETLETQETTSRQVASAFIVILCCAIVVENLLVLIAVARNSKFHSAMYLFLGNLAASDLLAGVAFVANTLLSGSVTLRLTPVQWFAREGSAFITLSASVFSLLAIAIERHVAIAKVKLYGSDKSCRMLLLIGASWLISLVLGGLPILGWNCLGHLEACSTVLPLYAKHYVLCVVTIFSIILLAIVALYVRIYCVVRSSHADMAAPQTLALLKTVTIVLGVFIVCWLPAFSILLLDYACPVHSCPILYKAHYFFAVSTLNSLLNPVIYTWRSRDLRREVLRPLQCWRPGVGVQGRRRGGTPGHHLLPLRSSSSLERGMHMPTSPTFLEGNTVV
# Lung fibro prol – antiproliferative effect on LL 47 fibroblasts – human, LL 47 cells, CellTiter-Glo luminescence, primary screen; LL 47 human lung fibroblast viability, ATP luminescence; stronger effect = lower value; viability, % at 10 µM; 85,000 tested, 1.1% active; AID 719, 2007;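 active = viability at or below 50% in the single dose screen; inactive = viability above 50%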;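 note: compound exposure lasted 72 h before the ATP readout; 100% = median luminescence of untreated cell-only wells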
#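 Material: Human LL 47 lung fibroblast cells | Input: 1,150 cells/well | Buffer or medium: IMEM plus 15% FBS | Compound dosing: 0.1% DMSO in all compound wells | Times: Overnight cell rest, 72 h compound treatment at 37 °C | Signal: CellTiter-Glo luminescence measuring cellular ATP | Measure: % viability versus median cells-only luminescence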
# DAT uptake mod – changed hDAT dopamine uptake under cocaine IC80, either direction, primary screen, cocaine antagonist project, cell-based, LLC-PK1 hDAT, [14C]-dopamine uptake, MLSMR; Sodium-dependent dopamine transporter (Homo sapiens), Q01959; LLC-PK1 hDAT cells, [14C]-dopamine uptake with cocaine IC80; actives deviate in either direction; B-score at 10 µM; 110,000 tested, 1.3% active;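 active = Z score or B-score, a plate-position-corrected score, falls beyond the plate's 99.7% confidence bounds, in either direction; inactive = both scores lie inside the 99.7% bounds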;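 note: scored against the spread of the other compound wells on the same plate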
# Target sequence (Q01959 whole entry, looked up): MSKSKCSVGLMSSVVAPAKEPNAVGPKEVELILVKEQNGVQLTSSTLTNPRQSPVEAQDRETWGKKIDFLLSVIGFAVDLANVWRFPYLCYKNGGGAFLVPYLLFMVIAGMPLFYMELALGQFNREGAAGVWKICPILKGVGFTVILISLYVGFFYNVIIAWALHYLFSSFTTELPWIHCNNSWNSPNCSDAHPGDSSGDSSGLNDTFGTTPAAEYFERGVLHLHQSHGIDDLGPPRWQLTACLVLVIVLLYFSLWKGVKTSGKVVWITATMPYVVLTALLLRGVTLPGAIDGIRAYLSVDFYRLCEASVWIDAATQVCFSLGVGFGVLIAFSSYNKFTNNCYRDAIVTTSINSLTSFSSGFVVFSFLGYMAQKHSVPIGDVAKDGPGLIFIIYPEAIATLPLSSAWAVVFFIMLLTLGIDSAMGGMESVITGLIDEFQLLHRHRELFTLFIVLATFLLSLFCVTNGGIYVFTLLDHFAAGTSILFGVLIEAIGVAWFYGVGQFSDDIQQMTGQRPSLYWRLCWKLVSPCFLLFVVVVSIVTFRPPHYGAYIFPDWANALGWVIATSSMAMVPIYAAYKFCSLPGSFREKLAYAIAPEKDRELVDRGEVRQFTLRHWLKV
# E coli WT exp – growth inhibitors of wild-type E. coli, primary screen, strain BW25113, expanded library, OD600; 98,000 tested, 0.15% active; growth inhibition, % at 100 µM; AID 710, 2007; OD600 absorbance;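 active = growth inhibition above about 50% at one test dose, limit read from the data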;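 note: growth measured after 20 h incubation at 37 °C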
# PostGolgi yeast – phenotypic screen on post-Golgi transport, primary screen; post-Golgi transport phenotypic cell assay; 98,000 tested, 0.9% active; AID 739, 2007; inhibition, % at 10 µM;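 note: yeast cells grown in 1536-well plates; yeast grown about 18 h at 30C before absorbance read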
# HUVEC inhibit – inhibitors of HUVEC proliferation, primary screen, cell-based, 384-well | viability, % at 10 µM (by protocol) | 86,000 tested, 1.1% active | CellTiter-Glo luminescence, 72 h; stronger effect = lower value | AID 648, 2007;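 active = viability at or below 30%; inactive = viability above 30%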;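 note: 100% = median luminescence of DMSO-only cell control wells on each plate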
# PostGolgi ctrl – growth inhibition of yeast control strain, primary screen, counter-screen for post-Golgi transport modulator project; efflux-deficient yeast background strain, growth absorbance A615, 16 h; inhibition, % at 10 µM; 98,000 tested, 5% active; AID 738, 2007
# S1P2 blocker – human S1P2 receptor antagonists, primary screen, cell-based. Sphingosine 1-phosphate receptor 2 (Homo sapiens), O95136. cell-based S1P2 antagonist assay, inhibition at 5 uM. inhibition, % at 5 µM. 97,000 tested, 0.21% active; in the data active = inhibition above about 45%;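 note: CRE beta-lactamase reporter cells expressing human S1P2 stimulated with S1P; 0% = agonist at EC80 alone and 100% = agonist plus reference antagonist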
# H69AR inhibit – proliferation blockers of H69AR lung cancer cells, primary screen, cell-based, human, 86K library. AID 598, 2007. 85,000 tested, 6% active. H69AR lung tumor viability, ATP luminescence, 72 h; stronger effect = lower value. viability, % at 10 µM;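 active = viability at or below 40%; inactive = viability above 40%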;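 note: multidrug resistant small cell line overexpressing MRP-1 efflux transporter; 100% = mean luminescence of untreated control wells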
# Active calls of the source: *; . = not tested or not shown. Cut-off read from the data, not from the text of the source, unless noted: active = inhibition above about 30%; inactive = the rest.
SMILES,S1P2 agonist,Lung fibro prol,DAT uptake mod,E coli WT exp,PostGolgi yeast,HUVEC inhibit,PostGolgi ctrl,S1P2 blocker,H69AR inhibit
Cc1ccc(NC(=O)N2CCN(Cc3ccc4c(c3)OCO4)CC2)cc1,-6,104,0.62,9,-3,97,5,1,94
CCOC(=O)N1CCN(S(=O)(=O)c2cc(OCC(N)=O)c(C)cc2Cl)CC1,-4,98,0.56,4,-2,78,3,-1,88
COc1ccccc1-c1ccc(Nc2cccc(C(F)(F)F)c2)nn1,-2,98,0.056,.,.,106,.,-2,86
N#Cc1nc(-c2cccs2)oc1NCCc1ccccc1,0,99,-0.76,13,0,104,34*,-3,88
CC(=O)Nc1ccc(OCC(O)CN2CCN(S(=O)(=O)c3ccc(NC(C)=O)cc3)CC2)cc1 (configuration not stated),-1,94,0.79,0,-1,96,16,8,91
CCC(C)NC(=O)Cn1cc2c(n1)CCC(C)C2 (configuration not stated),-5,99,1.6,5,-2,92,-2,5,88
Oc1ccc(C(=S)N2CCCCC2)cc1Cl,-4,96,-0.11,-1,-4,107,19,-4,90
O=c1cc(CN2CCN(c3ccc(F)cc3)CC2)nc2sccn12,-5,.,0.26,4,-5,.,22,1,.
COc1ccc(Nc2nc(C)cc(C)c2C(N)=O)c(OC)c1,0,94,0.7,-4,4,87,3,7,103
CC1CCCN(C(=O)Cn2c(=O)oc3ccccc32)C1 (configuration not stated),-4,94,-1.4,-4,1,100,-10,-15,104
CO/C([O-])=N/c1c[n+](-c2ccc(Cl)cc2)no1,-6,97,0.23,10,3,102,19,-2,107
Cc1ccc2nc(NC(=O)c3ccco3)sc2c1,-3,86,-0.69,-10,1,80,14,-20,87
COC(=O)CSc1nc2cc3c(cc2cc1C)OCCO3,-4,109,0.047,0,6,92,36*,10,79
COc1ccc(OC)c(C2C(C(N)=O)=C(C)Nc3nc(-c4cccc(Cl)c4)nn32)c1 (configuration not stated),-5,77,0.47,-2,-4,61,-3,-2,71
Cc1cc2cc(C(c3nnnn3Cc3ccco3)N3CCc4ccccc43)c(=O)[nH]c2cc1C (configuration not stated),-7,101,-1,-20,-8,67,6,7,70
CCOC(=O)C1=CSC2=NS(=O)(=O)CCN12,-4,104,-0.61,-2,5,104,0,6,96
CC1=C(C(=O)OCC(C)C)[C@]23C(=O)c4ccccc4[C@@]2(O1)OC(N)=C3C#N,-2,95,0.1,.,.,105,.,11,85
COc1cccc(OC)c1C(=O)NC(C)C12CC3CC(CC(C3)C1)C2 (configuration not stated),-1,99,-0.65,4,3,96,28,3,60
NNC(=O)c1cccc(COc2cccc(Br)c2)c1,-5,.,0.096,0,-8,.,1,-6,.
CCOc1ccc(NC(=O)CN2C(=O)C3CC=CCC3C2=O)cc1 (configuration not stated),-7,107,0.95,8,1,101,-1,-21,91
CCc1nnc(NC(=O)c2ccc(S(=O)(=O)N3CCCCC3C)cc2)s1 (configuration not stated),-6,100,0.24,-3,0,93,1,22,79
CCOC(=O)c1cc(-c2ccc(Cl)cc2)nc2c1c(C)nn2CCC#N,3,87,0.25,-5,3,92,15,-17,69
CCOC(=O)N1CCC(n2c(SCC(=O)NCc3ccco3)nc3ccsc3c2=O)CC1,-7,97,1.1,1,3,98,10,2,66
CCN(CC)CCCOc1nc(C)nc2c1oc1ccccc12,-5,95,0.92,-5,13,92,-15,7,68
CCCCN1C(=O)NC(NC(C)=O)(C(F)(F)F)C1=O (configuration not stated),-4,102,-0.6,3,7,100,12,-10,96
COCCNC(=O)COC(=O)CSCc1nc2ccccc2s1,-3,93,-0.019,0,11,98,0,0,94
O=C(c1cc(-c2ccncc2)nc2ccccc12)N1CCN(c2ccccn2)CC1,-3,60,1.7,2,11,51,8,10,19*
CNS(=O)(=O)c1cc(OC)ccc1OC,1,99,-0.65,-4,2,101,15,-20,97
CCOc1cc(/C=C2\N=C(SC)SC2=O)cc([N+](=O)[O-])c1OC(C)=O,-1,.,.,-9,-4,.,13,13,.
COC(=O)C(/C=N/OCc1ccc([N+](=O)[O-])cc1)NC(=O)c1ccccc1 (configuration not stated),-1,100,-0.54,-7,3,101,-10,19,68
COc1ccc(C2C3=C(CC(C)(C)CC3=O)Nc3c2c(=O)[nH]c(=O)n3Cc2ccccc2)cc1 (configuration not stated),-2,102,-0.65,0,-2,103,15,-2,89
O=C(NCc1ccccc1)C1CCN(S(=O)(=O)N2CCOCC2)CC1,-8,99,-0.58,-8,4,91,17,8,90
O=C1NCCCN1Cc1ccc(F)cc1Cl,-7,.,0.24,11,-4,.,9,9,.
Cc1cc(C)n(-c2cc(N3CCOCC3)ncn2)n1,-2,94,0.21,0,-1,96,3,-12,90
CC1(C)CC(=O)C(Sc2nnc(-c3ccc(O)cc3)n2CC2CCCO2)C(=O)C1 (configuration not stated),-2,101,-0.79,4,-2,107,-5,13,98
CCN(C(=O)COC(=O)c1cccnc1SC)C1CCS(=O)(=O)C1 (configuration not stated),-9,103,0.66,-5,22,99,10,13,95
COC(=O)[C@@H](NC(=O)N1CCN(c2cccc(C(F)(F)F)c2)CC1)C(C)C,-14,98,-0.025,10,3,98,-5,11,108
Cc1n[nH]c(C)c1CCc1nc2c3ccccc3nc(SCC(=O)Nc3ccccc3F)n2n1,2,99,0.028,-4,10,98,9,-15,81
CC(=O)Nc1ccc(S(=O)(=O)CCC(=O)O)cc1,-6,94,-0.91,.,.,89,.,-38,106
CCOc1ccccc1NC(=O)c1ccccc1NS(C)(=O)=O,-5,102,-1.2,4,6,115,12,-5,82

# Full records, quoted from the list. Order of values: S1P2 agonist | Lung fibro prol | DAT uptake mod | E coli WT exp | PostGolgi yeast | HUVEC inhibit | PostGolgi ctrl | S1P2 blocker | H69AR inhibit
# CC(=O)Nc1ccc(S(=O)(=O)CCC(=O)O)cc1 is listed as -6 | 94 | -0.91 | . | . | 89 | . | -38 | 106
# COc1ccc(C2C3=C(CC(C)(C)CC3=O)Nc3c2c(=O)[nH]c(=O)n3Cc2ccccc2)cc1 (configuration not stated) is listed as -2 | 102 | -0.65 | 0 | -2 | 103 | 15 | -2 | 89
# O=C(c1cc(-c2ccncc2)nc2ccccc12)N1CCN(c2ccccn2)CC1 is listed as -3 | 60 | 1.7 | 2 | 11 | 51 | 8 | 10 | 19*
# COC(=O)[C@@H](NC(=O)N1CCN(c2cccc(C(F)(F)F)c2)CC1)C(C)C is listed as -14 | 98 | -0.025 | 10 | 3 | 98 | -5 | 11 | 108

# Following part:
SMILES,S1P2 agonist,Lung fibro prol,DAT uptake mod,E coli WT exp,PostGolgi yeast,HUVEC inhibit,PostGolgi ctrl,S1P2 blocker,H69AR inhibit
CCOc1ccc(Cl)cc1S(=O)(=O)n1cnc2ccccc21,-2,62,-0.73,1,0,59,22,-14,20*
Cc1ccc2c(c1)nnn2C1CCN(S(=O)(=O)c2ccc(C(=O)N(C)C)cc2)CC1,-4,106,-0.13,-15,8,98,13,12,70
COCc1cc(=O)n2c(-c3ccc(C)cc3)n[nH]c2n1,.,90,-0.086,-12,3,100,9,.,74
CCn1c(N2CCC(Cc3ccccc3)CC2)nc2c1c(=O)[nH]c(=O)n2C,-5,91,-0.02,5,2,58,37*,9,51
COc1ccc(NC(=O)C2CCCN2C(=O)NCc2ccccc2)cc1OC (configuration not stated),-5,98,-1.1,.,.,100,.,15,99
Cc1ccc(OC(=O)C(F)(F)F)c2c1NCCC2,-3,100,-1,-2,-2,96,9,12,100
O=C(O)c1sccc1SCc1ccc(Cl)cc1Cl,-10,.,.,3,4,.,1,0,.
Cc1ccc(CNC(=O)[C@@H]2CCC(=O)N2Cc2ccco2)cc1,-6,101,-0.25,-1,6,92,6,0,95
COc1cc(C(=O)NCCOc2ccccc2)c(Br)c(OC)c1OC,-7,.,0.18,1,5,.,6,10,.
Cc1nc2ccc(Cl)cc2nc(C)/c1=N\O,-6,91,-0.78,4,10,87,6,25,5.6*
O=C(Nc1sc2c(c1C(=O)c1ccc(Cl)cc1)CCCC2)c1cccnc1,-1,.,0.44,-10,8,.,40*,-16,.
CCOC(=O)c1c(C)[nH]c(O)c1C=Nc1ccc(Cl)cc1,-7,.,-1.2,-13,2,.,5,-12,.
C=CCN=C(C)C1=C(O)CCC1=O,-5,101,-0.98,8,-8,108,-5,-9,67
O=C(c1ccc(C(F)(F)F)cc1)N1CCCCC1,.,97,0.09,3,-8,57,23,.,90
CCOC(=O)C1=C(C)NC(SC)=NC1c1ccccc1 (configuration not stated),-4,98,0.23,.,.,93,.,-7,84
O=C(CN1CCN(c2ccc(Cl)cc2)CC1)Nc1cccc(F)c1,-2,105,0.036,-3,9,114,30*,-1,.
COc1ccc(-c2nnc(SCc3cc(C)cc(C)c3)o2)cc1,-10,99,.,3,-1,104,12,10,91
O=C(COC(=O)c1ccc2c(c1)OCCO2)NCCC1=CCCCC1,-5,.,0.41,1,2,106,2,-7,98
COc1ccc(S(=O)(=O)NNC(=O)C2Cc3c(ccc4ccccc34)O2)cc1 (configuration not stated),-6,.,1.1,-11,-1,.,17,24,.
C=C(C)Cn1c(=O)c(NC(=O)c2ccccc2)c2n(c1=S)CCC2,-4,96,-0.16,3,9,100,-9,-3,96
NC(=O)C1(N2CCCCC2)CCN(C(=O)Nc2ccccc2C(F)(F)F)CC1,-3,94,-0.067,-6,3,95,2,9,89
CCOC(=O)C1CCCN(CC(=O)NC2=Nc3ccccc3N=C(C)C2c2ccccc2)C1 (configuration not stated),-3,86,-1.2,-21,-3,83,14,4,100
CCn1c(SCC(=O)N2CCN(c3ccccc3)CC2)nnc1-c1ccoc1C,-3,95,0.12,-3,-4,104,12,8,88
CCC(=O)N1CCc2cc(S(=O)(=O)CCC(=O)NCCc3ccccc3)ccc21,-3,93,0.046,1,2,91,12,4,103
c1ccc(N2CCN(c3cnc4ccccc4n3)CC2)cc1,-7,100,0.89,7,-1,109,24,-2,82
Cc1nn(CCOc2ccccc2)c(=O)n1-c1c(F)cccc1F,-7,.,0.33,-1,-7,.,6,13,.
O=C(CSc1nnc(-c2cccs2)o1)OC1CCCCC1,.,94,-0.06,4,5,101,11,.,87
CSc1ccc(CNC2CC2)cc1,-5,.,-1.2,5,4,.,-3,2,.
CC1=CCC(C(=O)O)C(C(=O)O)C1 (configuration not stated),-7,.,-0.13,-6,6,.,7,17,.
COC(=O)c1ccc(Cn2nnc3c(sc4nc(N5CCOCC5)c5c(c43)CCCC5)c2=O)o1,-1,81,.,.,.,73,.,-8,46
O=C(C1CCN(S(=O)(=O)c2cnc[nH]2)CC1)N1CCn2c1nc1ccccc12,-5,.,-0.61,-2,9,.,22,-8,.
CCOC(=O)c1cnc(-n2cc(C)cn2)nc1NCc1ccc2c(c1)OCO2,2,94,1.1,-12,16,85,25,-30,87
CCOC(=O)c1cnn(-c2ncnc3sc(C)c(C)c23)c1N,0,96,0.2,4,-4,94,0,15,84
O=C(Nc1ccc(Cc2ccncc2)cc1)c1ccco1,-2,102,0.38,18,-1,89,7,-5,103
O=C(CN1C(=O)CSC1=O)NCc1ccccc1,-7,101,-0.05,-3,10,104,7,17,90
CCOc1cc(C2NC(=O)NC(C)=C2C(=O)OCc2ccccc2)ccc1O (configuration not stated),-4,98,0.23,-2,-2,104,1,-7,99
CCOC(=O)CSc1nnc(CNC(=O)c2ccc(OC)cc2)n1Cc1ccccc1,-3,100,-0.41,3,0,103,3,6,104
CCCC(=O)NCCCc1nc2ccccc2[nH]1,.,112,-1.3,5,12,112,-7,.,106
